Compound activity deposited in PubChem BioAssay by several laboratories.
KCNQ1 pot – potentiators or activators of KCNQ1 channel, primary screen, cell-based, thallium flux, high-throughput; Potassium voltage-gated channel subfamily KQT member 1 (Homo sapiens), P51787; CHO-K1 KCNQ1, thallium flux FluxOR fluorescence; stronger effect = higher value; B-score at 10 µM; 310,000 tested, 0.35% active;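 active = fluorescence ratio B-score, a plate-corrected score, at least three library SD, with initial intensity B-score within 5 SD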
Target sequence (P51787 whole entry, looked up): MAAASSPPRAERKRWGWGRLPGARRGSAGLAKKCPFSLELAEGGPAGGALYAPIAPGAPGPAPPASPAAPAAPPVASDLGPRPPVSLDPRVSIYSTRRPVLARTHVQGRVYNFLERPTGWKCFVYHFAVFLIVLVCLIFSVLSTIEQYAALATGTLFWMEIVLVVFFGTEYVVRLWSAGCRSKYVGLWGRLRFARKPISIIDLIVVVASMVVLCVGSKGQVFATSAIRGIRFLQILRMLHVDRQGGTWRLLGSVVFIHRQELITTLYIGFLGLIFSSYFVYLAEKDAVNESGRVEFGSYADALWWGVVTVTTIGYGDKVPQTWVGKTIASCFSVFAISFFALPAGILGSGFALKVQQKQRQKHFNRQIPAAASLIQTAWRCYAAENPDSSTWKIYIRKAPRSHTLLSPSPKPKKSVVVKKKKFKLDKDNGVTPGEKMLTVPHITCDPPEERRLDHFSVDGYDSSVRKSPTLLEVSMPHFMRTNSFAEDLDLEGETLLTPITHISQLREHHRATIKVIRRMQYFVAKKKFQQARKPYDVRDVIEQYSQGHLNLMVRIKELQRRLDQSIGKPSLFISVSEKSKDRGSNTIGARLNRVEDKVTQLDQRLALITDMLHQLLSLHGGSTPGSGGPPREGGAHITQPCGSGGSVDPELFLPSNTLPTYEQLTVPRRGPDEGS
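Assay system: stable KCNQ1 CHO-K1 line; medium: assay buffer, equal DMSO in all wells; timing: 90 min dye loading and 20 min compound exposure, both at room temperature; technique: kinetic FluxOR thallium fluorescence, 10-s 1-Hz baseline, 110-s post-stimulus read; read-out basis: B score of baseline-normalized fluorescence ratio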
Platelet DG rel – inhibitors of platelet dense granule secretion, primary screen, cell-based, MLPCN, human platelets | human platelet-rich plasma, SFLLRN dense granule ATP release, luminescence | inhibition, %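 (compounds screened at 7.5 µM in platelet-rich plasma)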 | 300,000 tested, 0.22% active | AID 1663, 2009;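 active = mean replicate score, as percent of positive control, at or above 50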
DYRK1A inh – rat Dyrk1A kinase inhibitors, primary screen, biochemical, single point, plate reader. ADP-Glo luminescence, NFATc1 peptide. inhibition, % at 12.5 µM. 310,000 tested, 0.43% active; in the data active = inhibition above about 50%;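 note: plate controls were vehicle with enzyme for no effect and no enzyme for full effect; many of its hits are not listed in these tables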
KCNK3 inh – human KCNK3 channel inhibitors, primary screen, CHO cells, FluxOR thallium flux, B-score. FluxOR fluorescence; stronger effect = lower value. B-score at 10 µM. Potassium channel subfamily K member 3 (Homo sapiens), O14649. 340,000 tested, 0.84% active;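 active = B-score under library mean minus 4 SD, starting fluorescence ratio at most library mean plus 5 SD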;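 note: more negative B-score means stronger inhibition of thallium flux through KCNK3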
TRPC4 act – activators of mouse TRPC4 channel, primary screen, Fluo4 calcium, HEK293 TRPC4beta/mu-opioid cells; Short transient receptor potential channel 4 (Mus musculus), Q9QUQ5; Fluo4 calcium fluorescence; stronger effect = higher value; B-score at 10 µM; 310,000 tested, 0.49% active; AID 2237, 2010;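 active = B-score above 5 SD of library B-scores, and initial fluorescence ratio not above library mean plus 5 SD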;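 note: positive B-score marks a calcium rise read as TRPC4 activation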
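Assay system – TRPC4beta and mu-opioid receptor HEK293 stable cells · Measured by – Fluo4 fluorescence, kinetic · Schedule – dye loading 45 min room temperature, 110 s kinetic read · Read-out – B-scored integrated calcium fluorescence ratio · Controls – buffer and maximal DAMGO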
hERG rescue – hERG rescue from dofetilide block, primary screen, cell-based, CHO-hERG, FluxOR thallium flux, dofetilide IC70; dofetilide IC70 present; activation (rescue from dofetilide block), less the hit threshold, % at 10 µM; 310,000 tested, 0.51% active;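 active = activation above the mean of controls blocked by dofetilide plus 5 SD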;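 note: thallium influx through hERG after potassium depolarization seen as dye fluorescence rise; in these data hits start at about 4.7%; inactives centre near -7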
PolyA inhibitor – polyadenylation inhibitors in yeast reporter cells, primary screen, luminescence, S. cerevisiae. calls only at 12 µM. 300,000 tested, 0.02% active. S. cerevisiae SKY197-pL101 polyadenylation reporter, beta-gal luminescence; efflux-impaired pdr1/pdr3 knockout yeast; score 100 = 6 SD above DMSO;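 active = lowest replicate activity score at least 50, where 100 means six control SD above control mean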;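 note: yeast exposed to compound for 9 h at 30 °C; higher score means more reporter readthrough which indicates perturbed polyadenylation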
TRPC4 block – inhibitors of mouse TRPC4 channel, primary screen, Fluo4 calcium, HEK293 TRPC4beta/mu-opioid cells | 300,000 tested, 0.39% active | B-score at 10 µM | Short transient receptor potential channel 4 (Mus musculus), Q9QUQ5 | AID 2247, 2010 | DAMGO-evoked Fluo4 calcium flux; stronger effect = lower value;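 active = B-score over 3 SD under the library average, no early fluorescence shift, positive overall ratio signal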
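material = TRPC4beta/mu-opioid receptor HEK293 cell line | probe or stimulus = sequential submaximal and maximal DAMGO stimulation | compound dosing = one concentration per compound | measured by = Fluo4 Ca2+ flux fluorescence | evaluation = integrated fluorescence ratio relative to baseline, converted to per-well B score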
KCNQ1 inh – inhibitors of human KCNQ1 channel, primary screen, cell-based, thallium flux, high-throughput. Potassium voltage-gated channel subfamily KQT member 1 (Homo sapiens), P51787. CHO-K1 KCNQ1, FluxOR thallium flux fluorescence; stronger effect = higher value. B-score at 10 µM. 310,000 tested, 1.3% active;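 active = compounds whose thallium flux B-score, printed positive for inhibition, exceeds three library SD while starting fluorescence stays within three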;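 note: channel opened by potassium depolarization with thallium stimulus after 20 min compound exposure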
KCNK9 block – KCNK9 potassium channel inhibitors, primary screen, HEK293 cells, thallium flux. Potassium channel subfamily K member 9 (Homo sapiens), Q9NPC2. AID 488922, 2010. B-score at 10 µM. 310,000 tested, 1.2% active. FluxOR thallium flux fluorescence; stronger effect = lower value;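 active = ratio B-score over 3 SD below the library mean, with starting fluorescence within 5 SD of its mean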;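 note: negative B-score means less thallium flux so channel inhibition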
Target sequence (Q9NPC2 whole entry, looked up): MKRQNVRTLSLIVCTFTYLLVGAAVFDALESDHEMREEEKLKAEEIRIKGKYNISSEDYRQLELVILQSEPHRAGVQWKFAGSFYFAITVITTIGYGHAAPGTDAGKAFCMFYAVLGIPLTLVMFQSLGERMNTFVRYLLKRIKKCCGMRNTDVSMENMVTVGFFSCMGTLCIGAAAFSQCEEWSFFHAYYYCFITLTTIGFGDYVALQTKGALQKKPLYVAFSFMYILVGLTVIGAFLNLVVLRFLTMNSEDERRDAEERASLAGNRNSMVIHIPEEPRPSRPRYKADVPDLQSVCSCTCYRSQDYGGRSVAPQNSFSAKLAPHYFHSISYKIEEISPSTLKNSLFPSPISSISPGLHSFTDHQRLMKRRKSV
TRPC4 PAM – positive allosteric modulators of TRPC4, primary screen, cell-based, mouse TRPC4beta, HEK293 mu-opioid, Fluo-4 calcium; DAMGO EC20, Fluo-4 Ca2+ flux; stronger effect = higher value; B-score at 10 µM; 310,000 tested, 0.42% active;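 active = B-score of calcium response area above 5 SD of library B-scores, with initial fluorescence ratio within 5 SD of library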;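 note: B-score of integrated fluorescence ratio over time as area under calcium response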
* = called active by the depositor; i = inactive; . = not tested or not shown.

canonical_smiles | TRPC4 block | TRPC4 act | TRPC4 PAM | DYRK1A inh | Platelet DG rel | KCNK9 block | PolyA inhibitor | KCNQ1 pot | hERG rescue | KCNK3 inh | KCNQ1 inh
COc1ccccc1CNC(=O)c1ccccc1N(C)S(C)(=O)=O | i | i | i | -3 | 20 | i | i | i | -8 | i | i
CCOC(=O)CC1C(=O)NCCN1Cc1ccc(OC)c(OC)c1 (stereo unspecified) | i | i | i | . | 1 | i | i | i | -6 | i | i
CCOC(=O)C1CCCN(C(=O)c2ccc(OCC)cc2)C1 (stereo unspecified) | i | i | i | -5 | 6 | i | i | i | -10 | i | i
C=CCN(c1ccc(C(=O)Nc2ccc(C)c(C)c2)cc1)S(C)(=O)=O | i | i | i | -2 | 0 | i | i | i | -6 | i | i
N#CC(C#N)=C1C=CC=CN1/C(=C\c1ccccc1)C(=O)c1cccs1 | i | i | i | 26 | 18 | i | i | i | -25 | i | i
Cc1cc(C)cc(N(CCC#N)C(=O)COC(=O)CN2C(=O)NC(C)(C)C2=O)c1 | i | i | i | 1 | 6 | i | i | i | -14 | i | i
CC(NC(=O)c1ccccc1F)c1nnc(SCC(=O)NC2CCCC2)n1C (stereo unspecified) | i | i | i | 10 | 2 | i | i | i | -12 | i | i
O=C(Cn1nnc(-c2ccncc2)n1)N1CCc2ccccc21 | i | i | i | 31 | 13 | i | i | i | 2 | i | i
CCOCCc1nnc(NC(=O)c2ccc(OC)c(OC)c2)s1 | i | i | i | -7 | -2 | i | i | i | -5 | i | i
COc1ccc(CCNC(=O)c2ccccc2NS(=O)(=O)c2c(F)cccc2F)cc1 | i | i | i | -6 | -1 | i | i | i | -4 | i | i
Cc1ccc(CNC(=O)CN(C)S(=O)(=O)c2cccc3cccnc23)cc1 | i | i | i | 0 | -19 | i | i | i | -2 | i | i
CN(CC(=O)Nc1ccccc1F)CC(=O)Nc1ccc(F)c(F)c1F | i | i | i | -4 | -1 | i | i | i | -10 | i | i
CCC(Sc1ncccc1C(=O)OC(C)C)C(=O)NCc1ccco1 (stereo unspecified) | i | i | i | 3 | 12 | i | i | i | -9 | i | i
C=CCNC(=O)CC(=O)N/N=C/c1cccs1 | i | i | i | 0 | -10 | i | i | i | -2 | i | i
CN(C)c1nc(N)ncc1-c1ccc(Oc2ccccc2)cc1 | i | i | i | -5 | -37 | i | i | i | -9 | i | i
CC1CCCCC1NC(=O)COC(=O)C12CC3CC(CC(Cl)(C3)C1)C2 (stereo unspecified) | i | i | i | 3 | -2 | i | i | i | -6 | i | i
Cc1ccc(-c2nc(N)sc2CC(=O)OCC(=O)NC2CCCC(C)C2C)cc1 (stereo unspecified) | i | i | i | -2 | -2 | i | i | i | -4 | i | i
S=C(NCCSCc1ccc(Cl)c(Cl)c1)Nc1ccccc1 | i | i | i | 4 | 1 | i | i | i | -7 | i | 11*
CC1CCCCN1C(=O)CSc1nnc(-c2ccc(Cl)s2)o1 (stereo unspecified) | i | i | i | 5 | -8 | i | i | i | -8 | i | i
COc1ccccc1CN(Cc1cc2cc(C)ccc2[nH]c1=O)Cc1nnnn1Cc1ccco1 | i | i | i | 5 | 0 | -8.7* | i | i | -7 | i | i

Reprinted from the part before: two compounds, then new ones.
canonical_smiles | TRPC4 block | TRPC4 act | TRPC4 PAM | DYRK1A inh | Platelet DG rel | KCNK9 block | PolyA inhibitor | KCNQ1 pot | hERG rescue | KCNK3 inh | KCNQ1 inh
CC1CCCCN1C(=O)CSc1nnc(-c2ccc(Cl)s2)o1 (stereo unspecified) | i | i | i | 5 | -8 | i | i | i | -8 | i | i
COc1ccccc1CN(Cc1cc2cc(C)ccc2[nH]c1=O)Cc1nnnn1Cc1ccco1 | i | i | i | 5 | 0 | -8.7* | i | i | -7 | i | i
C=CCN(CC(=O)NCc1ccc(F)cc1)C(=O)c1csnn1 | i | i | i | 0 | -1 | i | i | i | -9 | i | i
O=C(NC(=S)N1CCN(C/C=C/c2ccccc2)CC1)c1ccco1 | . | i | i | -3 | -2 | i | i | i | -10 | i | i
O=C1CCC(=O)N1c1ccc(NCc2ccccc2Cl)c([N+](=O)[O-])c1 | i | i | i | -2 | -5 | i | i | i | -4 | i | i
O=C(c1ccco1)N1CCN(C2CCCC2)CC1 | i | i | i | 2 | 5 | i | i | i | -7 | i | i
CCOC(=O)c1cc(CN2CCOCC2)oc1-c1ccccc1 | i | i | i | -4 | . | i | i | i | -7 | i | i
COc1ccc(NC(=O)CSc2nc3ccccc3nc2N2CCCC2)cc1Cl | i | i | i | -3 | 6 | i | i | i | -8 | i | i
CN(C)c1ccc(NC(=O)COC(=O)c2cc(=O)c3ccccc3o2)cc1 | i | i | i | -8 | -8 | i | i | i | -5 | i | i
O=c1c(Cc2c(F)cccc2Cl)c(O)ccn1CC1CCCO1 (stereo unspecified) | i | i | i | -1 | 0 | i | i | i | -10 | i | i
O=C(CCc1nc2ccccc2[nH]c1=O)N/N=C/c1ccccc1 | i | i | i | -1 | 1 | i | i | i | -10 | i | i
O=C(O)c1ccc(N/N=C/C(Br)=C/c2ccccc2)cc1 | i | i | i | 8 | -1 | i | i | i | -6 | i | i
COCc1cc(=O)n2[nH]c(-c3cccs3)cc2n1 | i | i | i | 18 | -9 | i | i | i | -5 | i | i
Cn1c(=O)n(CC(=O)Nc2cccnc2)c2ccccc21 | . | i | i | 3 | 14 | i | i | i | -2 | i | i
COc1cccc(CNC2CCCC2)c1 | i | i | i | 1 | -11 | i | i | i | 4 | i | i
CCOC(=O)C1=C(COC(=O)c2cc(OC)c(OC)cc2[N+](=O)[O-])NC(=O)NC1C (stereo unspecified) | i | i | i | -2 | . | i | i | i | -18 | i | i
CC(=O)Nc1ccc(C(=O)CN2CCN(c3ccccc3)CC2)cc1 | i | i | i | 1 | 6 | i | i | i | -12 | i | i
Cc1cc2nc(CCN(C(=S)NCC(C)C)C3CCCC3)[nH]c2cc1C | i | i | i | -3 | 5 | i | i | i | -11 | i | 8*
O=C(Cn1ccc([N+](=O)[O-])n1)N1CCCCC1 | i | i | i | 9 | -1 | i | i | i | -6 | i | i
CC(=O)NC1(C(F)(F)F)NC(=O)N(C2CCCCC2)C1=O (stereo unspecified) | i | i | i | 6 | 1 | i | i | i | -10 | i | i
CC(NC(=O)CN1C(=O)c2ccccc2C1=O)c1ccccc1 (stereo unspecified) | i | i | i | 2 | 5 | i | i | i | -3 | i | i
O=c1c(Cl)c(NCc2ccco2)cnn1C12CC3CC(CC(C3)C1)C2 | i | i | i | 1 | -2 | i | i | i | -16 | i | i
CCn1cc(C(=O)O)c(=O)c2cc(F)c(N3CCN(S(=O)(=O)c4ccc(NC(=O)OC)cc4)CC3)cc21 | i | i | i | 1 | -3 | i | i | i | -6 | i | i
CCCn1c(=S)[nH]c2cc(C(=O)N3CCN(C(=O)OCC)CC3)ccc2c1=O | i | i | i | 4 | -4 | i | i | i | -6 | i | i
CCC1CCCCN1C(=O)c1ccc(OC)c(OC2CCN(C(C)=O)CC2)c1 (stereo unspecified) | i | i | i | -7 | -1 | i | i | i | -8 | i | i
Cc1ccc(NC(=O)CSCC(N)=O)cc1C | i | i | i | -1 | 3 | i | i | i | -8 | i | i
CCc1cc2c(cc3c(=O)n(CC(=O)N4CCN(C)CC4)ncn32)s1 | i | i | i | 4 | 3 | i | i | i | -5 | i | i
Cc1ccc(NC(=S)NC(=O)C2CC2)c(C)c1 | i | i | i | -4 | 6 | i | i | i | -9 | i | i
O=C(COc1ccc(Cl)cc1)Nc1ccc2c(c1)CCC2 | i | i | i | -2 | 18 | i | . | i | -6 | i | i
O=C(CN1C(=O)c2ccc([N+](=O)[O-])cc2C1=O)NC1CCCCCC1 | i | i | i | 2 | -8 | i | i | i | -13 | i | i
Cc1cc(C)n(CC(O)COc2ccccc2)n1 (stereo unspecified) | i | i | i | -4 | 2 | i | i | i | -13 | i | i
COc1cccc2cc(CC(=O)c3cc(C)ccc3C)c(=O)oc12 | i | i | i | 5 | -3 | i | i | i | -8 | -9.6* | i
CSc1sccc1/C=C(/C#N)C(=O)c1ccco1 | i | i | i | 2 | 17 | i | i | i | -8 | i | i
CN(CCO)c1cc(N2CCCCC2)c2nonc2c1[N+](=O)[O-] | i | i | i | -5 | -6 | i | i | i | -4 | i | i
O=C(COC(=O)CCC(=O)c1ccc(Cl)cc1)NC1CC1 | i | i | i | 8 | 2 | i | i | i | -8 | i | i
Cc1cc(/C=N/NC(=O)Cn2c3ccccc3c(=O)c3ccccc32)c(C)n1-c1ccc(Cl)cc1 | i | i | i | 2 | 4 | i | i | i | -8 | i | i
CCCc1cc(=O)oc2cc(C)cc(O)c12 | i | i | i | 26 | -1 | i | i | i | -13 | i | i
O=C(CNC(=O)c1ccc(Br)o1)NNC(=O)c1ccccc1F | i | i | i | 6 | -1 | i | i | i | -6 | i | i
O=[N+]([O-])c1cc([N+](=O)[O-])c2cccnc2c1Oc1ccccc1O | i | i | i | 11 | -2 | i | i | i | -40 | i | 8*
Cc1ccc(S(=O)(=O)/N=C2/NC(=O)/C(=C/c3ccc(Br)o3)S2)cc1 | i | i | i | 30 | 7 | i | i | i | -2 | i | i
Cc1ccc(C(=O)Nc2c(C#N)c(C)c(C)n2Cc2ccccc2)cc1 | i | i | i | 3 | 12 | i | i | i | -9 | i | i
Cc1cc(N/N=C/c2ccncc2)nc2ccccc12 | i | i | i | 31 | -5 | i | i | i | -14 | i | i
O=C(CSc1nccn1Cc1ccco1)Nc1ccccc1F | i | i | i | -1 | -6 | i | i | i | -10 | i | i
C=CCn1c(C)cc(C(=O)COc2ccc(C)nc2[N+](=O)[O-])c1C | i | i | i | 5 | -12 | i | i | i | -3 | i | i
Cc1ccc(Cn2c(N3CCNCC3)nc3c2c(=O)[nH]c(=O)n3C)cc1 | i | i | i | 5 | -1 | i | . | i | -5 | i | i

Not all compounds are listed (hit frequency here may not be typical).
